Furin inh: blocks human furin protease activity. AID 463115. actives 0.061% (n = 220,000). inhibition, % at 30 µM. purified furin, fluorogenic substrate cleavage; in the data active = inhibition above about 25%; also: inactives centre near -15
FXIa inh: blocks human coagulation factor XIa protease activity; P03951; purified FXIa, Boc-Glu-Ala-Arg-AMC fluorogenic substrate; inhibition, % at 5 µM; actives 0.14% (n = 220,000); AID 798;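 active = inhibition of at least 40%; inactive = inhibition below 40%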;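 also: fluorescence of freed AMC excited at 355 nm; 0% = enzyme without compound and 100% = no enzyme blank; many of its hits are not listed in these tables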
Rad51 HR inh: blocks human Rad51 in homologous recombination; hRad51 DNA strand exchange, fluorescence dequenching; inhibition, % at 10 µM; Q06609; actives 0.085% (n = 200,000); AID 1385;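 active = inhibition above 40% at the single screening dose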;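 also: 0% = DMSO control wells and 100% = blanks with heterologous ssDNA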
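material = hRad51 filaments on single-stranded DNA | timing = filaments 15 min 37 °C, then compound 30 min | signal = FRET fluorescence dequenching, excitation 485 nm, emission 520 nm | benchmarks = control wells and blank wells on each plate | evaluation = percent inhibition relative to plate controls and blanks | compound = 10 µM final, single point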
KLK5 inh: inhibitors of human kallikrein 5; Q9Y337; recombinant hK5, fluorogenic AMC substrate cleavage; inhibition, % at 5 µM; actives 0.59% (n = 210,000);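 active = inhibition of 40% or more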;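 also: 0% = enzyme controls without compound and 100% = no-enzyme blanks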
Target sequence (Q9Y337 67-293 limits assumed): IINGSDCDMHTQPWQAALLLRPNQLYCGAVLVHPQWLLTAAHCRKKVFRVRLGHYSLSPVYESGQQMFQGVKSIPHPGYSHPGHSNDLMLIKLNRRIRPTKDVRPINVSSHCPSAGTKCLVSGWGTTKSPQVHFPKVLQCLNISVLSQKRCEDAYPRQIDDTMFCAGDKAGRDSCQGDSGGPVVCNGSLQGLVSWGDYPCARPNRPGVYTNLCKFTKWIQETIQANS
Thrombin inh: thrombin (human) inhibition; P00734; alpha-thrombin, Boc-VPR-AMC fluorogenic substrate cleavage; actives 0.26% (n = 220,000); inhibition, % at 5 µM;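 active = inhibition at or above 40%; inactive = inhibition below 40%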;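 also: 0% = enzyme with no compound and 100% = wells without enzyme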
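System – human alpha-thrombin · Medium – pH 7.5 Tris (50 mM) with NaCl 150 mM, Tween 20 0.05% · Compound – single-point dosing at 5 µM, 0.2% DMSO · Incubation – enzyme reaction carried out at room temperature · Technique – fluorescence of released AMC, ex 355 nm, em 460 nm · Read-out basis – % inhibition of thrombin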
Calpain2 inh: blocks pig calpain II enzyme activity; inhibition, % at 16 µM; purified calpain II, fluorogenic peptide substrate, 30 min; actives 0.37% (n = 220,000);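 active = inhibition above about 50%, limit read from the data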
FXIIa inh: factor XIIa (human) inhibition | P00748 | purified FXIIa, Boc-QGR-AMC fluorogenic substrate, 2 h | inhibition, % at 5 µM | actives 0.3% (n = 220,000) | AID 800; in the data active = inhibition above about 40%;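 also: 0% = enzyme with no compound and 100% = blank without enzyme; many of its hits are not listed in these tables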
Target sequence (P00748 20-372 limits assumed): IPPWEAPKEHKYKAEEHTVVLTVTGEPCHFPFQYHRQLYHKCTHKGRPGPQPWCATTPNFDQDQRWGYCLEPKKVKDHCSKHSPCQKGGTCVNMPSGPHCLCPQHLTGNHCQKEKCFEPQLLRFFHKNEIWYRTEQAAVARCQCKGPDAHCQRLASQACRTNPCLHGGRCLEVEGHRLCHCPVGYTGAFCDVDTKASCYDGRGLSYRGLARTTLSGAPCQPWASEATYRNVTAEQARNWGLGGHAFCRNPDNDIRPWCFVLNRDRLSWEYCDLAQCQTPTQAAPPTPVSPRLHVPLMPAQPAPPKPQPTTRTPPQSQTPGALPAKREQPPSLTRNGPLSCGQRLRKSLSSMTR
Target sequence (P00748 373-615 limits assumed): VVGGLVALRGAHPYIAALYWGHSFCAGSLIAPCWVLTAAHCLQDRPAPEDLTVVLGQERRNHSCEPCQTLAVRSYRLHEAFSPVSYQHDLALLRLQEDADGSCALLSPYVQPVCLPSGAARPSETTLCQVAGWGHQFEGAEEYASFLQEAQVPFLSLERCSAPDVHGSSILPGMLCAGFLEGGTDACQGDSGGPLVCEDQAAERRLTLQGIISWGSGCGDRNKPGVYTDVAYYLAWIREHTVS
PERK inh: blocks human PERK kinase; AID 1416; inhibition, % at 5.6 µM; actives 0.17% (n = 220,000); CHO PERK-DD fusion, SEAP luminescence translation reporter;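 active = inhibition above the mean inhibition of all tested compounds plus 3 SD, set separately per screening campaign, cut at about 2.9% in these data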;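 also: PERK kinase domain activated by AP20187 dimerizer at 100 nM; 0% = DMSO with dimerizer and 100% = rapamycin at 8.4 µM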
Cl transport mod: modulates chloride dependent transport by human KCC2; B-score of Tl+ flux slope (higher = more flux/activation; lower = inhibition) at 10 µM; Q9H2X9; actives 2.2% (n = 190,000); KCC2 cells, thallium flux FluoZin-2 fluorescence;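 active = thallium flux slope and its plate-corrected score both differing from the plate sample mean at a set confidence after two filtering rounds, in either direction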;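 also: slope of fluorescence scaled to starting intensity during 10 to 20 s after thallium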
Starred values were filed as active, the others as inactive; . = not tested or not shown; [ ] = another dose, or the depositor's remark. These rows are one share of the data, so the mix of outcomes need not match the whole.

SMILES,Furin inh,FXIa inh,Rad51 HR inh,KLK5 inh,Thrombin inh,Calpain2 inh,FXIIa inh,PERK inh,Cl transport mod
Cc1ccc(Cl)c2c1NC(=O)C2(O)CC(=O)c1ccc(Br)cc1 (centres undefined),-8[20 µM],-17,2,-23,-2,-44,4,0.1,0.43
Cc1ccc(-c2noc(CSc3nnnn3C3CCCCC3)n2)cc1,-21,-6,-5,-2,-8,20,5,0.8,0.045
O=C(OCc1ccccc1)c1cccc(-c2nnc(-c3ccccc3)o2)c1,-5,-2,-4,-3,0,19,-8,2.1,-0.54
Cc1cc(C)cc(N(C(=O)c2csnn2)C(C(=O)NC(C)(C)C)c2ccccn2)c1 (centres undefined),-17,-5,5,-4,1,-14,6,-0.9,.
Cc1ccc(C(=O)N/C(=C\c2ccc(-c3cccc([N+](=O)[O-])c3)o2)C(=O)NC(C)(C)C)cc1,-10,1,11,-5,-9,-64,0,-0.5,-0.31
COc1ccc(C2(C(=O)Nc3ccc(C(=O)O)cc3)CCOCC2)cc1,-12[20 µM],3,-2,-22,-6,14,-1,0.7,-0.17
CCc1nc(C#N)c(N2CCOCC2)o1,-10,0,9,-5,-9,0,2,0.4,0.55
O=C(Nc1ccc(Br)cc1F)c1ccncc1,-13[20 µM],3,1,2,-1,12,7,0.9,-1.2
CCOC(=O)c1ccccc1NC(=S)N1CCN(C2CCCCC2)CC1,-8,-3,-3,1,-6,-20,5,0.4,0.66
COc1cc(/C=C/C(=O)O)cc(S(=O)(=O)Nc2cc(Cl)c(Cl)cc2Cl)c1OC,-16,-1,.,-2,-12,-4,5,0.3,0.48
Cc1ccc(C)c(N=Nc2nc3ccccc3n2C)c1,5,-12,1,10,3,32,17,0.1,-2.8
CC(C)(C)c1cc(C(=O)Nc2cccc3ccccc23)ccn1,-5[20 µM],6,-5,20,0,-7,11,0.2,1
CC(C)COc1nc2ccccc2nc1C(C#N)C(=O)NC1CCCCC1 (centres undefined),-12[20 µM],10,2,-7,6,-9,17,-0.4,.
NC(=O)c1ccccc1N=Cc1ccccn1,-19,-7,6,-22,-2,-318,-1,1.8,.
O=C(CCC1CCCN(C(=O)c2ccoc2)C1)NCc1ccccc1F (centres undefined),-29,4,20,.,-1,-26,9,0.7,.
CCCC(=O)NC(=S)Nc1cccc(Cl)c1N1CCCC1,-17,1,-10,-10,-4,5,4,-0.3,2.1
CCOCCCNS(=O)(=O)c1ccc(NC(=O)CN2C(=O)c3ccccc3C2=O)cc1,-13,-8,4,-10,-3,7,-5,1.1,0.53
CCCCC(CC)C(=O)NCC(C)NC(=O)C(CC)CCCC (centres undefined),-7,0,6,-15,-5,3,4,0.9,-0.022
O=C1N[C@@H](Cc2ccccc2)C(=O)N1CCN1CCOCC1,-2[20 µM],-9,5,-18,-3,-26,10,0.3,0.99
O=S(=O)(Cc1ccccc1)N1CCCC(c2nc(-c3ccc(F)cc3)no2)C1 (centres undefined),-21,-11,0,0,-7,22,-13,0.6,0.54
O=S(=O)(c1ccc(-c2nc3ccccc3s2)cc1)N1CCCC1,0[20 µM],-2,4,-7,1,-19,7,-0.3,0.24
O=C(Nc1ccccc1)C1=C[C@H](c2ccc(C(F)(F)F)cc2)C[C@H](OCc2ccc(CO)cc2)O1,-22,0,0,-1,-2,8,4,.,0.5
O=C(Nc1ccc(S(=O)(=O)Nc2ccccc2)cc1)C1COc2ccccc2O1 (centres undefined),-10[20 µM],-2,4,-9,-2,11,5,-0.2,-0.96
Clc1ccc(-c2csc(-c3ccno3)n2)cc1,-8,-6,11,-5,-7,-16,0,1.1,0.33
CN(NC(=O)c1cccc(Cl)c1)c1nc(-c2ccccc2)nnc1C(F)(F)F,-22,-4,7,-3,-5,-11,12,0.7,0.14
CCCCNC(=O)N(O)C1N(/N=C/c2cccs2)C(=S)SC1(C)C (centres undefined),1,-6,-3,-7,-6,27,0,-0.2,-0.21
CC(=O)Nc1ccc(NC(=O)CSc2ccc(-c3ccc4c(c3)OCO4)nn2)cc1,-4,7,-1,-23,-1,7,12,0.4,0.37
Cc1nc(-c2nnc(-c3ccccc3)o2)c(C(F)(F)F)o1,-8,-10,1,-8,-1,0,3,0.9,0.29
CSCC[C@H](NC(=O)OC(C)(C)C)c1nnc(SCC(=O)Nc2ccc(C)cc2C)o1,-12,1,-7,-14,-1,16,3,0.2,.
COC(=O)C(Cc1ccc(O)cc1)NC(=O)C(CC(=O)OC(C)(C)C)NC(=O)OC(C)(C)C (centres undefined),-19,2,.,.,1,3,11,2.1,0.066
O=C(N/N=C\C=C\c1ccc2c(c1)OCO2)c1ccc(F)cc1,-27,-2,25,2,-13,-58,3,0.9,0.02
COc1ccc2c(C)cc(SCC(=O)NCCN3C(=O)CSC3=O)nc2c1,-20,3,-9,-6,-6,-21,7,-0.6,0.66
Cc1ccc(S(=O)(=O)Nc2ccc(N=Nc3ccc(O)cc3)cc2)cc1,-5,4,.,-20,-5,21,1,0.2,0.019
COc1cccc(NC(=O)CCNS(=O)(=O)c2cccc3nsnc23)c1,-13,-1,26,-9,9,-3,4,0.9,-0.0027
Cc1ccccc1NC(=O)N1CCCC(c2nc(-c3ccc(F)cc3)no2)C1 (centres undefined),-18,7,6,7,5,4,17,0.0,.
O=C(NCc1ccc2c(c1)OCO2)c1cccc(S(=O)(=O)N2CCCCC2)c1,-18[20 µM],-2,-1,3,6,4,5,-0.4,-2
COc1ccccc1N(CC(O)COc1ccc(C)cc1)S(=O)(=O)c1ccccc1 (centres undefined),-9,1,-4,0,-11,18,1,-0.2,-0.53
O=C(Nc1ccc(Cl)c(S(=O)(=O)N2CCOCC2)c1)c1cc(-c2ccccn2)nc2ccccc12,-22,-1,15,1,-1,-98,11,-0.3,-0.91
O=C(NC1CCCCC1)C1CCCN1S(=O)(=O)c1cccc2nsnc12 (centres undefined),-20,18,7,36,15,8,26,0.3,-0.029
CC1(c2ccc(O)cc2)NC(=O)N(c2ccccc2)N1 (centres undefined),-10,-3,-1,-2,-7,15,4,-0.2,-0.049

Results in PERK inh (2 entries from above):
Structure	PERK inh
Cc1ccc(C(=O)N/C(=C\c2ccc(-c3cccc([N+](=O)[O-])c3)o2)C(=O)NC(C)(C)C)cc1	-0.5
COc1ccc(C2(C(=O)Nc3ccc(C(=O)O)cc3)CCOCC2)cc1	0.7

Of the compounds above, two contain a cyano group.
SMILES,Furin inh,FXIa inh,Rad51 HR inh,KLK5 inh,Thrombin inh,Calpain2 inh,FXIIa inh,PERK inh,Cl transport mod
CCc1nc(C#N)c(N2CCOCC2)o1,-10,0,9,-5,-9,0,2,0.4,0.55
CC(C)COc1nc2ccccc2nc1C(C#N)C(=O)NC1CCCCC1 (centres undefined),-12[20 µM],10,2,-7,6,-9,17,-0.4,.

The list goes on:
SMILES,Furin inh,FXIa inh,Rad51 HR inh,KLK5 inh,Thrombin inh,Calpain2 inh,FXIIa inh,PERK inh,Cl transport mod
CCCN(CCC)C(=O)CSc1ncccc1C(=O)O,-21,9,.,-6,-2,-2,17,0.8,0.17
Cc1ccc(-c2n[nH]c(=S)n2/N=C/c2cc3c(cc2[N+](=O)[O-])OCO3)cc1,-23[20 µM],-8,-6,-17,0,-11,2,-0.7,0.11
Cc1oc(S(=O)(=O)N(C)C)cc1C(=O)Nc1ccc(F)cc1,-6,2,-5,-1,-3,-13,9,-0.5,1
S=c1[nH]nc(CN2CCCC2)n1Cc1ccccc1,7,-6,-2,-3,-10,-3,7,0.4,0.23
COc1ccc(OC)c(-n2c(CNC3CCN(Cc4ccccc4)CC3)nc3ccccc3c2=O)c1,-12[20 µM],-6,2,26,12,10,-5,-2.7,.
COc1ccc(CN2CCCC(C(=O)c3cccc(OC(C)C)c3)C2)cc1Cn1cccn1 (centres undefined),-31,-1,-2,4,-4,8,13,0.1,-0.32
CSc1nc2c(c(-c3ccc(O)cc3)c1C#N)CCC2,-21[20 µM],20,8,9,-4,8,20,0.1,-0.7
CC(c1n[nH]c(=S)n1-c1ccc(F)cc1)N1CCCCC1 (centres undefined),-10,-5,-7,-1,-9,-1,-1,1.3,.
CCN1C(=O)CSc2ccc(C(=O)OC)cc21,-14,12,.,-7,2,-11,20,0.3,-0.91
COc1ccc2[nH]c(C(O)(Cc3cccnc3)Cc3cccnc3)cc2c1,-12,1,11,-6,-10,-11,2,0.1,0.42
COc1cccc(/C=N/NC(=O)c2cccc([N+](=O)[O-])c2)c1OS(=O)(=O)c1ccc(C)cc1,-19[20 µM],8,-7,-4,2,-35,20,-0.6,-0.15
CC(C)(C)c1cc(C(=O)NNC(=O)Nc2ccccc2)n(Cc2ccccc2)n1,-2,-4,-8,10,4,16,10,-0.8,0.4
CC1CCCCN1CCCNC(=O)c1cc(Br)c(Br)[nH]1 (centres undefined),-23,-2,.,.,-4,-4,11,0.3,-0.61
O=C(NN1CCCCC1)c1ccccc1,-16,6,9,-18,1,2,9,1.4,0.097
O=C(CN1C(=O)C2C3CC(C(Br)C3Br)C2C1=O)N1CCOCC1 (centres undefined),-18,4,.,-13,2,-7,9,1.2,0.88
COc1cc2c(cc1OC)/C(=C/c1ccc(Cl)cc1)C(=O)OC2,-4,7,11,-8,-3,1,6,1.0,-1.7
COc1ccc2cc(CN(CC3CCCO3)S(=O)(=O)c3ccccc3Cl)c(=O)[nH]c2c1 (centres undefined),-9[20 µM],10,-4,6,2,-19,14,-1.1,-0.084
O=C(NC1CCCCC1)c1sc(N2CCOCC2)nc1-c1ccccc1,-2,5,8,-21,0,-4,17,0.9,-0.12
O=C(Nc1cccc(F)c1)c1ccc2c(c1)OCO2,-13[20 µM],6,5,5,2,1,17,0.2,.

Assay outcomes deposited in PubChem BioAssay by several laboratories.
